# Source: PubChem BioAssay (several laboratories)
# ASAP1 inh = inhibitors of human ASAP1 ArfGAP activity | ASAP1-stimulated ARF1 GTP hydrolysis, GDP FP detection | hit rate 0.19% among 360,000 | Q9ULH1 | inhibition, % at 16.5 µM | AID 624377; in the data active = inhibition above about 25%;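 also: 0% = vehicle with enzyme and substrate and 100% = no enzyme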
# DDE Tn6 FP inh = inhibitors of Tn6 peptide binding to human fibrin DD(E); P02675; hit rate 0.21% among 370,000; inhibition, % at 8.3 µM; Fibrin DD(E) TRITC-Tn6 fluorescence polarization displacement;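 active = inhibition above a per-campaign cutoff: mean of compounds within control limits plus 3 SD, cut at about 15% in these data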;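 also: 0% = median of all compound wells on the plate and 100% = blocking peptide control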
# proKLK7 act = proKLK7 (human) activation, primary screen | AID 652039 | P49862 | hit rate 0.9% among 370,000 | activation, % at 7 µM | purified proKLK7, EDANS-DABCYL substrate fluorescence; 100% is mature enzyme control, 0% vehicle;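 active = activation above the mean of all tested compounds plus 3 SD, computed per campaign excluding outliers beyond control limits, cut at about 13% in these data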
# NPR2 activator = GC-B (human) receptor activation; P20594; HEK293-GC-B cells, CNP EC30, cGMP TR-FRET; 0% at EC30 CNP, 100% saturating CNP; activation, % at 10 µM; hit rate 0.11% among 370,000;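 active = activation at 10 µM reaching about 35% in either raw or pattern-adjusted values, limit read from the data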
# NPR1 activator = GC-A (human) enzyme activation; P16066; hit rate 0.14% among 370,000; activation, % at 10 µM; AID 1671463; HEK293 GC-A cells, cGMP TR-FRET, EC30 ANP; 0% at EC30 ANP, 100% saturating ANP; in the data active = activation above about 40%
# Target sequence (P16066 whole entry, looked up): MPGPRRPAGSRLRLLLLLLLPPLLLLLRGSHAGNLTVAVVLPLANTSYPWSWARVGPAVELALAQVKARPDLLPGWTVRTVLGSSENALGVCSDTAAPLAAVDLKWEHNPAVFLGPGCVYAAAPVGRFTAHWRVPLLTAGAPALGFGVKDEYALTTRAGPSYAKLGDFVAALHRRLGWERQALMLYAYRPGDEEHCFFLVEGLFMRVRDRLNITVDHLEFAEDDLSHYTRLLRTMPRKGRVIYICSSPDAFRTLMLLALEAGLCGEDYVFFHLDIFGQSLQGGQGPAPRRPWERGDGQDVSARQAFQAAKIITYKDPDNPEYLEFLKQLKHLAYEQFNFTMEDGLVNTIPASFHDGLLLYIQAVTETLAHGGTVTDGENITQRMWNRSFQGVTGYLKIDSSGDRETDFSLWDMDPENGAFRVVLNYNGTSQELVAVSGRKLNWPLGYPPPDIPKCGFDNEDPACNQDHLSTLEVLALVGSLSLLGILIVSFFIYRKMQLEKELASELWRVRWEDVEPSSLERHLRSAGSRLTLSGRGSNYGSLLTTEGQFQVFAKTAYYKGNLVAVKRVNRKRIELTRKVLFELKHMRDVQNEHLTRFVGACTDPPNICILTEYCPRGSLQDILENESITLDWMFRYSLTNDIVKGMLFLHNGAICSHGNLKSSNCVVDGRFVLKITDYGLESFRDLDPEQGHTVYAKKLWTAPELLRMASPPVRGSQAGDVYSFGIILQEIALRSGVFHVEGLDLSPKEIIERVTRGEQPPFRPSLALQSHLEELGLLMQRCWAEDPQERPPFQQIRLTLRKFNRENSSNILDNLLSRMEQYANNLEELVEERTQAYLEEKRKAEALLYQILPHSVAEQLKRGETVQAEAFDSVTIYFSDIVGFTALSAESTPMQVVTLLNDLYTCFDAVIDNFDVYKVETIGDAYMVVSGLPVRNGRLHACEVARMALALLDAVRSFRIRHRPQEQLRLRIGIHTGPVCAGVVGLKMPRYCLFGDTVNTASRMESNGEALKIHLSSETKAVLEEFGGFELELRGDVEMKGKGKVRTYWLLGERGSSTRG
# GAA850 FXN act = frataxin GAA850 promoter activation; HEK293 lucGAA850 FXN promoter luciferase reporter, 24 h; percent of 10 µM SAHA response; hit rate 0.56% among 360,000; activation, % at 6 µM;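 active = activation above the average of all compounds screened plus 3 SD, cutoff fixed separately per campaign, cut at about 7.5% in these data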;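 also: 0% = DMSO wells and 100% = 10 µM SAHA wells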
# rCAG binder = binds r(CAG) RNA repeats; hit rate 1.3% among 370,000; r(CAG) RNA repeat, TO-PRO-1 dye displacement fluorescence; inhibition, % at 3 µM;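 active = inhibition above the plate cutoff, the mean of all test compounds on that plate plus 3 SD, cut at about 35% in these data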;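 also: 0% = DMSO alone and 100% = 100 µM mitoxantrone as full dye displacement; higher means more dye released from RNA so lower well fluorescence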
# ADAM10 inh = ADAM10 inhibition, QFRET primary screen. O14672. recombinant ADAM10, EDANS/DABCYL FRET peptide cleavage, 3 h. inhibition, % at 7 µM. hit rate 0.62% among 370,000;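 active = inhibition above a per-campaign cutoff equal to the mean of compounds falling between control-based bounds plus 3 SD, cut at about 20% in these data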;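 also: 0% = DMSO wells while the 100% control is not disclosed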
# ARFGAP1 inh = inhibitors of rat ARFGAP1 | Q62848 | Arfgap1-stimulated ARF1 GTP hydrolysis, GDP FP detection | inhibition, % at 16.5 µM | hit rate 0.26% among 360,000;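 active = inhibition above a per-plate limit, mean inhibition of low control wells plus 3 SD, cut at about 25% in these data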;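 also: 0% = DMSO wells with enzyme and 100% = wells lacking Arfgap1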
#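 Material: rat Arfgap1 GAP domain (His6, aa 1-136), purified enzyme. Also added: human ARF1(Δ1-17)-GTP substrate. Compound dosing: 16.5 µM single point, 1.26% DMSO. Timing: enzyme reaction 120 min at 25 °C after 20 min preincubation. Signal: GDP detection by fluorescence polarization. Read-out basis: percent inhibition of GAP-stimulated GDP formation, scaled between DMSO and no-Arfgap1 medians.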
# HGIII-sPLA2 inh = Inhibits HGIII-sPLA2 liposome hydrolysis, primary screen; Q9NZ20; QFRET BODIPY PC-A2 liposome hydrolysis, fluorescence; inhibition, % at 12.2 µM; hit rate 0.56% among 370,000; AID 743126;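 active = inhibition above mean plus 3 SD of compounds lying within the high and low control bounds, cut at about 19% in these data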;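 also: 0% = median of test compound wells and 100% = no enzyme DMSO wells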
# * = called active by the depositor; . = not tested or not shown.
SMILES,ASAP1 inh,DDE Tn6 FP inh,proKLK7 act,NPR2 activator,NPR1 activator,GAA850 FXN act,rCAG binder,ADAM10 inh,ARFGAP1 inh,HGIII-sPLA2 inh
COc1cccc(OCCNC(=O)c2cccc(OC)c2)c1,3,-5,-0.5,-1,1,-2.4,-5,-2,0,-9
O=C(Cn1nnc2ccccc2c1=O)NCCc1ccccc1,3,2,-0.3,8,0,-1.2,-3,1,-7,-8
COc1ccc(CCN(C)C(=O)C2CCN(C(=O)Nc3ccccc3)CC2)cc1OC,1,1,-0.5,6,3,1.1,-6,-14,4,7
COc1ccc(CNC(=O)CCCC(=O)Nc2cccc(Br)c2)cc1,11,-7,-0.6,-3,3,1.8,-5,8,4,4
Cc1nn(-c2ccccc2)c2sc(C(=O)NC3CCCC3)cc12,.,3,-0.8,0,5,.,4,-29,.,-3
COc1ccc(Nc2nnc(-c3ccncc3)s2)cc1Cl,-1,10,0.6,-9,-5,-5.0,0,-11,-10,7
CCCCOP(=O)(c1ccc(N(C)C)cc1)C(O)c1cc(OC)ccc1OC (stereo not given),6,-1,0.3,-2,-3,0.0,-10,-3,14,12
COc1ccc(C(=O)COC(=O)c2sccc2C)cc1OC,0,-2,-1.3,5,3,3.0,0,-4,4,-2
Cc1cc(C)n(C(=O)C(C(=O)c2ccccc2)C(C)C)n1 (stereo not given),-4,1,-0.2,2,-8,1.4,-6,-10,5,9
COC(=O)c1ccc2cc(OC)cc([N+](=O)[O-])c2n1,-14,9,0.4,-3,3,-0.1,3,-3,3,-5
C/C(CC(=O)NC1CCCCC1)=N\NC(=O)COc1ccc(C)cc1Br,11,-6,-1.0,-4,1,2.8,-4,4,0,-7
CCCSc1nc(C)c(-c2csc(C(C#N)=C3CCCC3)n2)cc1C#N,-1,1,-0.1,6,-29,-11,44*,-5,1,12
Cc1ccc(S(=O)(=O)N2CCOCC2)cc1NC(=O)CNC(C)c1ccccc1 (stereo not given),11,0,0.1,2,-1,0.4,3,-10,-1,0
C=CCNC(=O)O/N=C/c1csc([N+](=O)[O-])c1,3,3,0.2,3,-1,1.2,-3,-9,-3,4
CCOC(=O)N1CCN(C(=O)C2CCN(S(=O)(=O)c3cc(Cl)ccc3OCC)CC2)CC1,15,-5,0.5,5,-4,0.3,-4,0,10,-10
Cc1cccc(C=NNc2cc(C)c3cccc(C)c3n2)n1,-5,-1,-64,-19,-8,.,5,-5,9,5
O=C(NNC(=O)c1ccc([N+](=O)[O-])cc1)c1ccc(Br)cc1,-5,1,0.4,2,5,1.8,5,-2,15,1
CC(NC(=O)c1ccccc1Br)c1nnc(SCc2ccc([N+](=O)[O-])cc2)n1C (stereo not given),-3,2,0.4,5,8,-0.6,-2,8,8,6
COc1ccc2c(c1)nc(NCCCO)n2Cc1ccccc1,-2,2,-0.1,-4,-12,0.5,-2,-8,5,10
Cc1nc(C(F)(F)F)ccc1C(=O)N1CCC1(C)C(=O)Nc1ccc2c(c1)OCO2 (stereo not given),1,2,0.0,7,0,-1.1,4,-1,6,-1
CC(NC(=O)COC(=O)C1CC1C)c1ccccc1 (stereo not given),-14,1,-0.4,-1,-1,-0.6,3,1,2,-3
O=C1N=c2ccccc2=C1c1sc(=O)[nH]c1O,12,13,0.2,-5,-6,0.3,2,-2,8,0
O=C(O)C1CN(C(=O)c2ccccc2)c2cc(Cl)ccc2O1 (stereo not given),5,-3,0.2,1,3,-0.4,-1,-3,1,2
COC(=O)[C@]12C[C@H](CC(=O)NCc3cccc(C(F)(F)F)c3)C(=O)N(CCc3ccc(OC)c(OC)c3)C1=C[C@H](C1CCCC1)O[C@@H]2C,.,-10,-0.4,3,-5,.,2,28*,.,-20
COC(=O)[C@H]1Cc2c([nH]c3ccccc23)[C@H](c2ccccc2)N1,-3,0,-0.2,-4,-20,0.4,-4,-8,-17,3
Cc1cc(C(=O)CN2C(=O)C(=O)N(Cc3ccccc3)C2=O)c(C)n1-c1ccc2c(c1)OCCO2,-3,2,0.1,3,-1,-1.0,4,0,-4,0
COc1ccc(-c2[nH]ncc2C=O)cc1,17,3,-0.3,-1,3,-0.7,0,-4,9,-1
CCN(CC)CCCNC(=O)c1ccc2c(Cl)c3c(nc2c1)CCCC3,24,4,-0.7,-4,1,2.8,6,-3,11,0
COc1ccc(/C=C2\N=C(SC)N(C)C2=O)cc1,-10,5,0.2,-6,-5,1.4,-1,0,21,-2
COC(=O)c1sccc1NC(=O)Nc1cccc(Cl)c1Cl,9,-4,-0.3,0,2,-1.3,-1,5,1,2
COC(=O)c1ccccc1NC(=O)CN(c1cc(OC)ccc1OC)S(C)(=O)=O,14,6,-0.2,-8,-9,2.4,-2,-2,22,0
CCOc1cc(/C=C2\SC(=O)N(c3ccc(O)cc3)C2=O)ccc1O,9,2,2.5,-3,2,-2.8,5,-4,0,-18
CCOC(=O)C1CCN(CC(O)COc2ccc(S(=O)(=O)N3CCCC3)cc2[N+](=O)[O-])CC1 (stereo not given),7,0,-0.8,-2,3,-2.7,-5,2,-18,-7
CC(C)=CCN1CCN(Cc2cn(C(C)C)c3ccccc23)CC1CCO (stereo not given),15,-4,0.0,-8,-7,-4.5,-3,8,12,-15
O=C(CSc1nc2[nH]ncc2c(=O)n1-c1ccccc1Br)NCc1ccco1,2,2,-0.3,0,1,-0.6,6,0,-6,-6
Cc1ccc(NC(=O)NNC(=O)Cn2nc(-c3ccccc3)c(-c3ccccc3)c(C#N)c2=O)cc1,-1,-2,-0.3,-5,-2,-0.3,16,20*,-10,-12
COc1cc(SC)ccc1C(=O)NCCOc1ccccc1Cl,2,1,0.0,2,4,2.1,-1,11,1,-9
CCOC(=O)Cc1csc(NC(=O)c2cc(=O)c3ccccc3o2)n1,-5,3,0.3,1,-1,0.6,4,-2,11,4
O=C(N/N=C/C=C/c1ccco1)C(O)c1ccccc1 (stereo not given),-7,-1,-0.1,6,2,-0.8,22,-6,-2,3
COc1ccc(NC(=O)Cn2cnc3sc(C)c(S(=O)(=O)N4CCN(C)CC4)c3c2=O)cc1OC,0,-1,-0.2,-1,-3,-1.1,-2,-3,4,-1
Cn1nc(CC(=O)NCCN2C(=O)CSC2=O)c2ccccc2c1=O,-3,-1,0.0,2,4,0.5,0,-13,-13,-4
Cc1cccc(NC(=O)C2(c3ccccc3)CCOCC2)c1,7,-1,0.0,-11,-16,2.0,-4,-4,3,-4
COc1cc(C2/C(=C(\O)c3ccc4c(c3)CC(C)O4)C(=O)C(=O)N2CCCn2ccnc2)ccc1O (stereo not given),-5,-4,0.3,-3,4,1.1,1,9,16,-5
Cn1cc(Cl)c(C(=O)N/N=C/c2ccc(OS(=O)(=O)c3ccccc3)cc2)n1,-2,-9,-0.1,5,1,1.8,3,17,2,-6
COc1cc2c(cc1OC)CN(S(=O)(=O)c1ccc3c(c1)OCCO3)CC2,5,1,0.2,2,0,3.3,-1,1,-1,7
CN(CC(=O)Nc1cccc(F)c1)C(=O)c1ccc(N2CCCCC2)c([N+](=O)[O-])c1,-6,5,0.1,-3,1,-0.5,0,3,-5,-6
COc1ccc(NC(=O)Nc2cccc3c2O[C@H](CN(C)S(=O)(=O)c2ccccc2)[C@@H](C)CN([C@H](C)CO)C3=O)cc1,2,3,0.0,6,-2,-6.2,-1,-2,-2,-8
CC1(C)CC(=O)/C(=C(\O)Cc2ccccc2)C(=NCCCCCC(=O)O)C1,7,9,-0.4,-1,3,1.6,-1,-8,10,13
Nc1[nH]c(C(=O)c2ccccc2)c(-c2ccccc2Cl)c1C(=O)NCCc1c[nH]c2ccccc12,8,-7,0.3,-11,-9,.,10,7,12,-65
CCC1(CC)Cc2ccccc2C(N)=C1C#N,-2,0,0.2,-8,2,0.5,1,-6,2,-20

# (further entries)
SMILES,ASAP1 inh,DDE Tn6 FP inh,proKLK7 act,NPR2 activator,NPR1 activator,GAA850 FXN act,rCAG binder,ADAM10 inh,ARFGAP1 inh,HGIII-sPLA2 inh
COc1ccc(-c2nnn(CC(=O)N(CCN3CCOCC3)C(C(=O)NC3CCCCC3)c3ccco3)n2)cc1 (stereo not given),4,5,-0.4,0,-2,1.1,-2,3,-6,-10
CCOC(=O)c1nnc(-c2ccccc2)o1,-14,-6,0.4,4,1,4.8,-2,-16,-8,0
CC(C)C(=O)Nc1ccc(C(=O)N/N=C/c2cc(Br)cc(Br)c2O)cc1,12,-1,0.6,-5,-10,-2.0,-1,-6,-1,12
Cc1nc(-c2ccc(F)cc2)c(CC(=O)N(C)CC(=O)Nc2ccc(Br)cc2C)s1,14,1,0.0,-4,-8,-2.1,2,-1,-3,0
COc1cccc(C(=O)NCC(=O)N2CCC3(CC2)NCCc2[nH]cnc23)c1,9,9,0.6,1,2,-0.4,1,1,5,8
O=C(COC(=O)c1c[nH]c(=O)[nH]c1=O)NCc1ccccc1,-4,-6,-0.5,-1,0,0.2,0,-10,-12,5
CC(=O)C1=C(O)C(=O)N(CCCO)C1c1ccccc1 (stereo not given),-3,-1,0.2,7,2,-1.9,-1,4,-2,-9
CN(CC(=O)Nc1ccccc1Sc1ccccc1)C1CCCCC1,-14,-5,0.2,0,1,1.8,-1,-2,-12,-3
CC1CCN(c2[nH]c(=S)c(C#N)c3c2CCCC3)CC1,-8,-3,0.1,3,3,-0.2,9,-1,17,-1
NC(=O)c1ccc(NC(=O)CCCN2C(=O)NC3(CCCC3)C2=O)cc1,4,-2,0.7,0,0,-0.2,-1,-10,6,12

# Overlap with the part before: three compounds, followed by the next part.
SMILES,ASAP1 inh,DDE Tn6 FP inh,proKLK7 act,NPR2 activator,NPR1 activator,GAA850 FXN act,rCAG binder,ADAM10 inh,ARFGAP1 inh,HGIII-sPLA2 inh
CN(CC(=O)Nc1ccccc1Sc1ccccc1)C1CCCCC1,-14,-5,0.2,0,1,1.8,-1,-2,-12,-3
CC1CCN(c2[nH]c(=S)c(C#N)c3c2CCCC3)CC1,-8,-3,0.1,3,3,-0.2,9,-1,17,-1
NC(=O)c1ccc(NC(=O)CCCN2C(=O)NC3(CCCC3)C2=O)cc1,4,-2,0.7,0,0,-0.2,-1,-10,6,12
O=C(N/N=C/c1cc2c(cc1Cl)OCO2)c1cc(-c2ccccc2)n[nH]1,-5,4,0.0,25,2,0.3,17,0,6,-5
O=C(CNC(=O)c1ccccc1)NCCc1nc2ccccc2[nH]1,0,2,0.7,5,-1,-0.2,2,4,-4,6
Cc1cc(C)cc(CC(=O)N2CCC2(C)C(=O)NS(=O)(=O)c2ccc(Cl)s2)c1 (stereo not given),-2,8,0.1,0,0,0.2,26,-13,-14,-6
Cc1c(C(=O)OCC(=O)N2CCCCC2C)oc2ccccc12 (stereo not given),1,-11,0.0,-2,1,2.8,-3,-1,1,-4
Cc1ccccc1-c1cccc(CN2CCN(C)C(CCO)C2)c1 (stereo not given),-4,5,-0.4,1,2,1.4,-8,-2,0,-1
